PrPC TRFRET – cell surface PrPC inhibition, primary TR-FRET screen; P04156; TR-FRET read-out; 370,000 compounds, 0.43% hits; inhibition, % at 13.8 µM; in the data active = inhibition above about 24%; note: 0% = median of the test wells and 100% = reference compound wells
CCHF vOTU inh – CCHFV vOTU protease inhibition; Pep-AMC fluorescence; inhibition, % at 11.5 µM; 370,000 compounds, 0.55% hits; AID 651958; in the data active = inhibition above about 30%; note: 0% = vehicle wells with enzyme and 100% = no enzyme wells
* marks the source's active call; other numbers are inactive results.

The opening 4 compounds, to show the layout:
How did CCOC(=O)[C@]12CCCCC/C=C\1N(CCc1ccc(Cl)cc1)C(=O)[C@H]2CC(=O)NCc1cccc(C(F)(F)F)c1 do in these assays?
PrPC TRFRET: -4.3; CCHF vOTU inh: 26.0

What do the screens show for `Cc1ccccc1NC(=O)C[C@H]1CC[C@H]2[C@@H](COc3ccc(NC(=O)Nc4ccccc4)cc3C(=O)N2C)O1`?
PrPC TRFRET: -3.9; CCHF vOTU inh: 2.5

How did Cc1ccc2nc(-c3ccco3)c(Cc3ccccc3C(F)(F)F)n2c1 do in these assays?
PrPC TRFRET: 7.8; CCHF vOTU inh: 10.3

How did Cc1ccc(Cn2cc(CN3[C@H](CC(C)C)COc4cc(Br)ccc4S3(=O)=O)nn2)cc1 do in these assays?
PrPC TRFRET: 3.7; CCHF vOTU inh: 10.1

The listing, from the first entry:
How did CCOC(=O)[C@]12CCCCC/C=C\1N(CCc1ccc(Cl)cc1)C(=O)[C@H]2CC(=O)NCc1cccc(C(F)(F)F)c1 do in these assays?
PrPC TRFRET: -4.3; CCHF vOTU inh: 26.0

What do the screens show for `Cc1ccccc1NC(=O)C[C@H]1CC[C@H]2[C@@H](COc3ccc(NC(=O)Nc4ccccc4)cc3C(=O)N2C)O1`?
PrPC TRFRET: -3.9; CCHF vOTU inh: 2.5

How did Cc1ccc2nc(-c3ccco3)c(Cc3ccccc3C(F)(F)F)n2c1 do in these assays?
PrPC TRFRET: 7.8; CCHF vOTU inh: 10.3

How did Cc1ccc(Cn2cc(CN3[C@H](CC(C)C)COc4cc(Br)ccc4S3(=O)=O)nn2)cc1 do in these assays?
PrPC TRFRET: 3.7; CCHF vOTU inh: 10.1

What do the screens show for `COCCCNC(=O)C[C@@H]1C[C@@]2(C(=O)OC)CC(C)(C)CC=C2N(Cc2ccccc2)C1=O`?
PrPC TRFRET: 6.0; CCHF vOTU inh: 15.4

How did COC(=O)[C@]12C[C@H](CC(=O)NCCC(C)C)C(=O)N(Cc3ccc(Cl)cc3Cl)C1=C[C@H](C(C)(C)C)O[C@@H]2C do in these assays?
PrPC TRFRET: -4.7; CCHF vOTU inh: 31.3*

Results for O=C(NCc1ccccc1)C(c1ccccc1)n1c(=O)c(-c2ccco2)nc2ccccc21 (configuration not stated) ?
PrPC TRFRET: 1.8; CCHF vOTU inh: -7.2

How did Cc1ccccc1CNC(=S)OC1CCC12CCC(c1ccccc1)CC2 (configuration not stated) do in these assays?
PrPC TRFRET: -2.2; CCHF vOTU inh: 4.2

How did CCOC(=O)[C@]12CCCCC/C=C\1N(Cc1ccc(OC)cc1)C(=O)[C@H]2CC(=O)NCCCOC do in these assays?
PrPC TRFRET: 3.5; CCHF vOTU inh: -0.9

Results for COC(=O)C[C@@H]1CC[C@H](NC(=O)Nc2ccc(F)cc2)[C@@H](CO)O1 ?
PrPC TRFRET: -8.5; CCHF vOTU inh: 0.4

Results for COCCN1C(=O)C2=C(C1=O)C1N(C)c3ccccc3[C@@]13C[C@@H](CO)N(S(=O)(=O)c1ccc(OC)cc1)C3=N2 (some centres not stated) ?
PrPC TRFRET: -3.9; CCHF vOTU inh: -3.0

Results for O=C(Nc1ccc(F)cc1)C(c1cccc(F)c1)N1CCN(c2ccncc2)CC1 (configuration not stated) ?
PrPC TRFRET: -4.3; CCHF vOTU inh: -7.5

How did COc1ccc(-c2cc(NC(=O)Cc3c[nH]c4ccccc34)ccc2Nc2cccnc2)c(OC)c1 do in these assays?
PrPC TRFRET: -7.1; CCHF vOTU inh: -4.2

How did COC(=O)C1=C(C)NC(=S)NC1c1ccc(Br)cc1 (configuration not stated) do in these assays?
PrPC TRFRET: 2.0; CCHF vOTU inh: 1.0

How did Cc1nc(NC2CCCC2)c2nnn(Cc3ccccc3)c2n1 do in these assays?
PrPC TRFRET: 10.5; CCHF vOTU inh: 7.3

What do the screens show for `CCOC(=O)CC[C@@H]1CC[C@]2(CCCN(C(=O)c3ccccc3)C2)O1`?
PrPC TRFRET: -1.6; CCHF vOTU inh: -6.6

What do the screens show for `Cn1c(SCC(=O)Nc2ccc(S(=O)(=O)Nc3nccs3)cc2)nc2sc3c(c2c1=O)CCCC3`?
PrPC TRFRET: 7.2; CCHF vOTU inh: 9.6

Results for CN(CCO)c1ccc2c(c1)Oc1ccccc1CN(Cc1cn(Cc3ccc(F)cc3)nn1)S2(=O)=O ?
PrPC TRFRET: 1.8; CCHF vOTU inh: -3.0

How did C=CCOC(=O)Nc1nc(CCNC(=O)OCc2ccccc2)c(C(=O)O)s1 do in these assays?
PrPC TRFRET: -1.4; CCHF vOTU inh: -2.2

Results for COC(=O)[C@@H](N[C@H](/C=C/c1ccccc1)[C@@H](O)Cc1ccccc1)C(C)C ?
PrPC TRFRET: 9.9; CCHF vOTU inh: 10.8

What do the screens show for `COc1ccc(/C=C/S(=O)(=O)NCc2ccc(F)cc2)c(CNC(=O)OC(C)(C)C)c1`?
PrPC TRFRET: -7.4; CCHF vOTU inh: 11.8

What do the screens show for `COC(=O)[C@]12C[C@H](CC(=O)N3CCOCC3)C(=O)N(Cc3ccc(Cl)cc3Cl)C1=C[C@H](C(C)C)O[C@@H]2C1CC1`?
PrPC TRFRET: 5.4; CCHF vOTU inh: 7.0

Results for COc1ccc(CNC(=O)[C@@H](Cc2ccccc2)NC(=O)[C@H]2O[C@@H](n3cnc4c(=O)[nH]c(N)nc43)[C@H](O)[C@@H]2O)cc1 ?
PrPC TRFRET: -2.8; CCHF vOTU inh: 0.9

Results for CCOC(=O)C1(C(=O)OCC)Cc2c([nH]c3ccccc23)[C@]2(N1)C(=O)N(C)c1ccc(Br)cc12 ?
PrPC TRFRET: 1.8; CCHF vOTU inh: 21.1

What do the screens show for `O=C(OCc1cn(Cc2cccc(Cl)c2)nn1)N1CCOCC1`?
PrPC TRFRET: -3.5; CCHF vOTU inh: 1.6

What do the screens show for `C[C@H]1[C@@H](Cc2cc(Cl)cc(Cl)c2)N(c2ccccc2)c2ccccc2CN1Cc1ccccc1`?
PrPC TRFRET: -3.6; CCHF vOTU inh: 26.7

How did COC(=O)[C@]12C=CCN1[C@@H](c1ccc(OC)c(OC)c1)c1c(c3ccccc3n1S(=O)(=O)c1ccc(C)cc1)C2 do in these assays?
PrPC TRFRET: 0.7; CCHF vOTU inh: 6.6

Results for N#Cc1cccc(CNCC(=O)N2CCC3(CC2)OCCO3)c1 ?
PrPC TRFRET: 0.0; CCHF vOTU inh: -1.4

Results for COC(=O)[C@H]1C[C@@]2(C)c3ccccc3N[C@H]2N1 ?
PrPC TRFRET: 2.0; CCHF vOTU inh: 10.6

How did COc1ccc(CN2CCC(CNC(=O)NC3CCCC3)CC2)cc1 do in these assays?
PrPC TRFRET: -8.3; CCHF vOTU inh: 3.3

How did COC(=O)CC1N(S(=O)(=O)c2ccc(C)cc2)c2ccccc2C1(C(=O)OC)C(=O)OC (configuration not stated) do in these assays?
PrPC TRFRET: -1.0; CCHF vOTU inh: 0.3

How did Cc1ccccc1CN1CCCCC(NC(=O)Nc2ccccc2)C1=O (configuration not stated) do in these assays?
PrPC TRFRET: 4.6; CCHF vOTU inh: 4.7

How did CCCC(=O)OC[C@H]1CN([C@H](C)c2ccccc2)S(=O)(=O)c2c(F)cccc2O1 do in these assays?
PrPC TRFRET: 1.8; CCHF vOTU inh: 4.6

What do the screens show for `Cc1cc(Br)c2c(c1)[C@](O)(c1cn(C)c3ccccc13)C(=O)N2C`?
PrPC TRFRET: 1.1; CCHF vOTU inh: 2.5

How did N#CCC[C@@H]1CC[C@]2(CCCN(Cc3ccccn3)C2)O1 do in these assays?
PrPC TRFRET: 2.4; CCHF vOTU inh: -7.7

Results for O=C1COc2ccccc2C(c2nnnn2Cc2ccccc2)N1Cc1cccs1 (configuration not stated) ?
PrPC TRFRET: 0.9; CCHF vOTU inh: -5.0

What do the screens show for `Cc1cccc(-c2cccc3c4c([nH]c23)[C@@H]2C[C@H](N(C)C(=O)c3ccco3)[C@H]([C@H](C)O)CN2CC4)c1`?
PrPC TRFRET: -0.6; CCHF vOTU inh: -0.5

What do the screens show for `COC(=O)C[C@@H]1CC[C@H](NC(=O)c2ccccc2)[C@@H](CO)O1`?
PrPC TRFRET: -3.0; CCHF vOTU inh: -5.4

How did CCOC(=O)[C@@H]1c2[nH]c3ccccc3c2C[C@@]2(C(=O)OC)C=CCN12 do in these assays?
PrPC TRFRET: -5.3; CCHF vOTU inh: 10.7

What do the screens show for `CC(C)(C)n1nnnc1C1CN=C(c2ccccc2)c2ccccc2N1` (configuration not stated)?
PrPC TRFRET: 1.0; CCHF vOTU inh: -2.5

What do the screens show for `COc1ccc2c(c1)CCCN2C(=O)C1CCCN(S(=O)(=O)c2cccc3ccccc23)C1` (configuration not stated)?
PrPC TRFRET: 4.1; CCHF vOTU inh: 2.6

Results for CC(C)CNc1cccc2c1S(=O)(=O)N(Cc1cn(Cc3ccc(C(F)(F)F)cc3)nn1)Cc1ccccc1O2 ?
PrPC TRFRET: 0.3; CCHF vOTU inh: 3.7

Results for CCCCNC(=O)C(NC(=O)Cc1cc(C(F)(F)F)cc(C(F)(F)F)c1)C(=O)c1ccccc1 (configuration not stated) ?
PrPC TRFRET: -6.8; CCHF vOTU inh: 29.7*

What do the screens show for `C=CCN1C(=O)[C@H](CC(=O)NCc2cccs2)[C@@]2(C(=O)OCC)CCCC=C12`?
PrPC TRFRET: 0.7; CCHF vOTU inh: -0.5

How did COc1ccc(C(C(=O)Nc2ccc(F)cc2)N2CCN(C(=O)c3ccco3)CC2)cc1 (configuration not stated) do in these assays?
PrPC TRFRET: 1.2; CCHF vOTU inh: 2.2

What do the screens show for `COc1ccccc1CCNC(=O)C1CCN(c2nc(C)cc(C)n2)CC1`?
PrPC TRFRET: -5.4; CCHF vOTU inh: -4.3

What do the screens show for `CC(C)(C)c1ccc(-c2nnc(SCC(=O)Nc3cccc4ccccc34)n2Cc2ccco2)cc1`?
PrPC TRFRET: 0.1; CCHF vOTU inh: 25.0

Results for C(=N/N1CCN(c2ccccc2)CC1)/c1ccco1 ?
PrPC TRFRET: -4.2; CCHF vOTU inh: 0.5

Results for Cc1cc(C)cc(C(=O)OCCCN(C)C2CN(Cc3cn(Cc4ccccc4Cl)nn3)S(=O)(=O)C2)c1 (configuration not stated) ?
PrPC TRFRET: 1.6; CCHF vOTU inh: 4.4

What do the screens show for `COC(=O)C1=C(C)N(C)C(=NCc2ccc3c(c2)OCO3)NC1c1cccc(F)c1` (configuration not stated)?
PrPC TRFRET: -0.6; CCHF vOTU inh: 2.7

Results for OC(c1ccccc1)(c1ccccc1)C1CCN(CCCNc2cccc(Br)c2)CC1 ?
PrPC TRFRET: -14.5; CCHF vOTU inh: -1.5

What do the screens show for `COCCCN1C(=O)[C@H](CC(=O)N2CCCCC2)[C@]2(C(=O)OC)CCCCC=C12`?
PrPC TRFRET: 5.1; CCHF vOTU inh: 2.6

What do the screens show for `O=C(N[C@H](Cc1ccccc1)C(=O)NCc1ccc2c(c1)OCO2)[C@H]1O[C@@H](n2ccc(=O)[nH]c2=O)[C@H](O)[C@@H]1O`?
PrPC TRFRET: 3.4; CCHF vOTU inh: -13.8

What do the screens show for `Cc1ccc(-c2cc(-c3nnc(SCC(=O)Nc4nccs4)n3N)[nH]n2)cc1`?
PrPC TRFRET: -1.7; CCHF vOTU inh: 2.8

What do the screens show for `Brc1ccc2c(c1)CNCc1cnnn1-2`?
PrPC TRFRET: 10.8; CCHF vOTU inh: -5.3

Results for OC(c1ccccc1)(c1ccccc1)C1CCN(CCCOc2ccc(Br)cc2)CC1 ?
PrPC TRFRET: 2.0; CCHF vOTU inh: 7.4

What do the screens show for `O=C(Cn1nnc(-c2ccncc2)n1)Nc1ccc(Oc2ccccc2)cc1`?
PrPC TRFRET: -4.5; CCHF vOTU inh: -8.6

What do the screens show for `COC(=O)c1cc(S(=O)(=O)NCC2CCN(C(=O)C(=O)c3cc4ccccc4o3)CC2)cs1`?
PrPC TRFRET: -10.2; CCHF vOTU inh: 0.4

How did COC(=O)[C@]12C[C@H](CC(=O)N3CCN(C(=O)c4ccco4)CC3)C(=O)N(Cc3cccc4ccccc34)C1=C[C@H](C(C)C)O[C@@H]2C1CC1 do in these assays?
PrPC TRFRET: -1.0; CCHF vOTU inh: 10.6

Results for Cc1cccc(C)c1NC(=O)C1(C)CN(S(C)(=O)=O)CC(=O)N1CCc1ccccc1F (configuration not stated) ?
PrPC TRFRET: -0.1; CCHF vOTU inh: 8.3

A run of entries from the list above:
What do the screens show for `CC(C)(C)c1ccc(-c2nnc(SCC(=O)Nc3cccc4ccccc34)n2Cc2ccco2)cc1`?
PrPC TRFRET: 0.1; CCHF vOTU inh: 25.0

Results for C(=N/N1CCN(c2ccccc2)CC1)/c1ccco1 ?
PrPC TRFRET: -4.2; CCHF vOTU inh: 0.5

New compounds follow.
What do the screens show for `COC(=O)Cc1nnn2c1[C@H](C)[C@@H](OC)c1cccc(Cl)c1-2`?
PrPC TRFRET: -0.9; CCHF vOTU inh: -8.4

How did C[C@H]1COc2cc(NCCO)ccc2S(=O)(=O)N1 do in these assays?
PrPC TRFRET: 0.1; CCHF vOTU inh: -2.4

How did COc1ccc(CCN(Cc2cccs2)S(=O)(=O)c2ccc(F)cc2)cc1OC do in these assays?
PrPC TRFRET: 9.2; CCHF vOTU inh: 17.0

What do the screens show for `COC(=O)c1cc2c(c3c4cc(F)ccc4n(S(=O)(=O)c4ccc(C)cc4)c13)C(=O)N(Cc1ccccc1)C2`?
PrPC TRFRET: -7.1; CCHF vOTU inh: 12.0

How did FC(F)(F)c1ccccc1Cn1ccc2ccc(-c3ccc4ccn(Cc5ccccc5C(F)(F)F)c4c3)cc21 do in these assays?
PrPC TRFRET: 12.4; CCHF vOTU inh: 7.8

What do the screens show for `O=S(=O)(c1ccc(F)cc1)N1CCCc2nc(-c3ccc(F)cc3)ccc21`?
PrPC TRFRET: -1.6; CCHF vOTU inh: -11.3

What do the screens show for `COCCN1Cc2cc(C(=O)OC)c3c(c2C1=O)c1cc(F)ccc1n3S(=O)(=O)c1cccc(C)c1`?
PrPC TRFRET: 0.5; CCHF vOTU inh: 4.0

Results for O=C1Nc2ccccc2-n2nnnc2C1N1CCN(c2ccc(C(F)(F)F)cc2[N+](=O)[O-])CC1 (configuration not stated) ?
PrPC TRFRET: -0.2; CCHF vOTU inh: 32.4*

Compound activity (PubChem)

Some of the compounds tested; count on the stated rates, not on these rows.
